# Compound activity: PubChem BioAssay, Broad Institute
# XiGFP reactiv: reactivates the inactive X chromosome in mouse fibroblasts | activation, % at 7.58 µM | XiGFP mouse fibroblasts, % GFP-positive cells imaging, 3 d; cells co-treated with 5-aza-dC sensitizer; scaled so ellipticine positive control = 100% | 360,000 compounds, 0.055% hits;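 active means mean normalized replicate activation at least 10% and every replicate at or above 10%; inconclusive means only one of the two criteria met; inactive means mean below 10% and not all replicates reach 10%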;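 further: 0% = median of on-plate neutral control wells and 100% = ellipticine 6 µM median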
#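 Material: XiGFP fibroblasts, SV40-immortalized. Buffer or medium: DMEM plus 5-aza-dC sensitizer. Compound: single concentration per compound, delivered by pin transfer. Times: 3 days compound exposure. Controls: ellipticine 6 µM.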
# GSIS activator: GLuc luminescence reporter in INS-1E cells, primary screen for activators of glucose-dependent secretion of insulin; AID 743287; activation, % at 16.6 µM; INS-1E GLuc reporter insulin secretion, 2-3 h; 370,000 compounds, 0.61% hits;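 active means lowest replicate activation of at least 40%, so every replicate reaches that level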;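 further: 0% = median of neutral control wells and 100% = median of IBMX positive control wells; some compounds called inactive have numbers as strong as hits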
# RAD52 inh: RAD52 (human) annealing inhibition. inhibition, % at 18.7 µM. recombinant RAD52 DNA annealing, FRET fluorescence. AID 651710. 360,000 compounds, 0.46% hits. P43351;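 active means every replicate showing at least 50% inhibition; inconclusive means mean inhibition at least 50% but not in every replicate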
# RAD54 branch: inhibitors of human RAD54 branch migration. RAD54 Holliday junction branch migration, FAM/BHQ fluorescence. inhibition, % at 10.4 µM. 360,000 compounds, 0.14% hits;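 active means mean normalized replicate activity at least 40 and at least half of replicates scoring 40 or more; inconclusive means only one of the two criteria met; inactive means mean below 40 and under half of replicates reaching 40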;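 further: 0% = median of neutral control wells and 100% = median of positive control wells; inhibitors cause a drop in the FAM fluorescence signal; in these data hits start at about 50%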
# Target sequence (Q92698 whole entry, looked up): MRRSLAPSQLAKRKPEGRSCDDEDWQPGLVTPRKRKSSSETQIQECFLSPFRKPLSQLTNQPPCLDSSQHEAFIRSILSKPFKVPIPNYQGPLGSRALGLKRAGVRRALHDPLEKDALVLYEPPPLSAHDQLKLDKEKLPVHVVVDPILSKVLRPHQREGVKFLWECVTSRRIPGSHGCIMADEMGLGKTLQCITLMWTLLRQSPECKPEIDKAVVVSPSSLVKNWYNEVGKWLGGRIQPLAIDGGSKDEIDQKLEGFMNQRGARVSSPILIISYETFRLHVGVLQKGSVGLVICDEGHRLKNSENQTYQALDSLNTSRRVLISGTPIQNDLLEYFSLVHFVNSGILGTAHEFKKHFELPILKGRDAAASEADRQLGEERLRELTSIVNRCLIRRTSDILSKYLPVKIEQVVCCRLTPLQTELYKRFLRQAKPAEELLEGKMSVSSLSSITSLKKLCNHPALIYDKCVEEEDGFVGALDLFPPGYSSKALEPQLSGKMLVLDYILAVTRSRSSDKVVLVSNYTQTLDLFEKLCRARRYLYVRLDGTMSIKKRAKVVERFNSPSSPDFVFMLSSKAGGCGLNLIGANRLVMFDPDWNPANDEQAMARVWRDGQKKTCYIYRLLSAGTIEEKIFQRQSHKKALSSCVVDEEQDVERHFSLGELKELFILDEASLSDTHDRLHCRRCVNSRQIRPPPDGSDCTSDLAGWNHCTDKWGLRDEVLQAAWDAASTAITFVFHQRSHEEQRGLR
# E-sel inducer: E-selectin induction on HUVECs | HUVEC E-selectin immunofluorescence imaging; normalized: neutral wells 0, TNF-alpha wells 100 | activation, % at 7.58 µM | 260,000 compounds, 0.37% hits;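 active means mean E-selectin-positive cell signal at least 10% of the positive control, reached in at least 60% of replicates, without over 20% cell loss; inconclusive means no rule given, readout overlaps actives, possibly toxicity-flagged; inactive means the rest, including those meeting only one limit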;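 further: in these data hits start at about 27%; measured in HUVEC primary endothelial cells; signal is the percent of cells scored E-selectin positive by PE staining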
#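 assay system = HUVEC, human umbilical vein endothelial cells | input = 3,000 HUVEC seeded per well | medium = EGM-2 growth medium on 0.1% gelatin-coated wells | dosing = one compound dose added by pin transfer | signal = immunofluorescence imaging | read-out basis = % PE-positive cells | control set = TNF-alpha, DMSO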
# DENV2 CPE: inhibitors of DENV2 cytopathic effect; 350,000 compounds, 1.7% hits; AID 651640; CPE inhibition, % at 9.99 µM; DENV2-infected cells, cytopathic effect rescue, plate reader; in the data active means CPE inhibition above about 20%, passing the limit was not always enough; inconclusive means no clear call, values can overlap the other calls; tested in BHK-21 cells;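 further: 0% = median of neutral control wells and 100% = median of positive control wells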
# CASP6 VEID inh: blocks human caspase-6 cleavage activity. inhibition, % at 12.5 µM. purified caspase-6, Z-VEID-R110 cleavage fluorescence. P55212. AID 686996. 350,000 compounds, 0.53% hits;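 active means mean inhibition across replicates at least about 35%, with every replicate also reaching that limit, limit read from the data; inconclusive means only one of the two criteria met; inactive means neither criterion met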;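 further: 0% = median of neutral control wells and 100% = no fluorescence left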
# Target sequence (P55212 24-179 limits assumed): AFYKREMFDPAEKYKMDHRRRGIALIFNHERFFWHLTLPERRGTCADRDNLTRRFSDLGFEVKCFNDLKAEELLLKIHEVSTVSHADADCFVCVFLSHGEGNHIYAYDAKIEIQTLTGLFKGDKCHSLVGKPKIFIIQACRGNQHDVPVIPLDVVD
# Target sequence (P55212 194-293 limits assumed): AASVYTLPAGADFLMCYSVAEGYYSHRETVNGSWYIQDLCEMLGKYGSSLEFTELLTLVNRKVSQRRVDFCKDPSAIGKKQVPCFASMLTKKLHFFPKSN
# F508del corr: correctors of CFTR F508del function in bronchial epithelial cells; CFBE cells, YFP halide quenching; stimulated with forskolin plus potentiator P3; % fluorescence drop versus neutral controls; 350,000 compounds, 0.36% hits; activity (quench increase), % at 7.58 µM;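 active means mean added fluorescence quench of at least 8% versus neutral control, with both replicates also reaching 8%; inconclusive means only one of the mean or replicate conditions met; inactive means mean below 8% and not both replicates reaching 8%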;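 further: cells transiently co-express mutant CFTR-F508del with the halide-sensitive YFP; corrector assay measuring rescue of mutant channel to the surface after 24 h compound exposure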
# * hit, by the source's call; ? = inconclusive; . = not tested or not shown.
# Order of values: XiGFP reactiv, GSIS activator, RAD52 inh, RAD54 branch, E-sel inducer, DENV2 CPE, CASP6 VEID inh, F508del corr
O=c1c(-c2ccco2)nc2ccccc2n1C(c1ccccc1)c1nc2ccccc2[nH]1 (configuration not stated)
    0.0, -5.5, -43.6, ., -0.1, -0.4, 2.3, -0.6
C[C@H](CO)N1C[C@H](C)[C@@H](CN(C)Cc2ccc(Cl)c(Cl)c2)Oc2ccc(NC(=O)CCCCCC(=O)Nc3ccccc3N)cc2CC1=O
    -0.1, -7.1, 23.8, ., -7.7, -5.7, -0.4, 2.1
CN(C)S(=O)(=O)c1ccc2c(c1)nc(CCC(=O)Nc1ccc(N3CCOCC3)cc1)n2C
    0.2, 27.7, -21.1, ., 1.2, 7.0, 3.6, 0.2
Cc1noc(C)c1S(=O)(=O)N(C)C[C@H]1OCCCC[C@@H](C)Oc2ccc(NS(=O)(=O)c3ccc(Cl)cc3)cc2C(=O)N([C@@H](C)CO)C[C@H]1C
    -0.3, -22.6, -55.8, 1.3, -0.7, -14.0, 3.4, 1.2
O=C(CCNC(=O)C1CCN(S(=O)(=O)c2ccc(F)cc2)CC1)Nc1ccccc1
    0.0, 11.5, -0.6, -8.4, 5.8, 0.1, -2.8, -1.7
CC(=O)Nc1ccc(NC(=O)CCS(=O)(=O)c2ccc3c(c2)oc(=O)n3C)cc1
    0.0, 16.3, -3.8, ., -0.1, 7.6, 0.6, -0.6
O=S1(=O)CCN(OCc2ccc(F)cc2Cl)CC1
    0.2, -5.4, -3.0, ., ., -4.2, -0.4, 0.5
CCOC(=O)C1CCCN(C(=O)Cn2ncc3c([nH]c4ccc(C)cc43)c2=O)C1 (configuration not stated)
    0.0, 21.0, -2.7, -4.1, ., -0.1, 5.4, 1.3
COc1cc(C=O)ccc1Oc1nc(Nc2ccc(F)cc2F)nc(N2CCOCC2)n1
    0.4, -13.8, -6.0, ., ., -13.6, 1.9, 1.0
CC(C)NC(=O)c1cc(C2CCCCN2S(=O)(=O)c2ccccc2)on1 (configuration not stated)
    0.0, 6.2, -2.7, -8.0, ., -2.5, 1.9, 0.2
Cc1nc(Nc2nc3ccccc3o2)nc(C)c1C(=O)Nc1ccc(F)cc1
    0.0, 12.7, -5.8, ., ., -2.0, 5.5, 2.2
O=C(CC[C@H]1O[C@@H](n2ccc(=O)[nH]c2=O)[C@H](O)[C@@H]1O)NC1CCN(Cc2ccccc2)C1 (some centres not stated)
    0.3, ., -3.6, -4.6, 0.4, -6.9, 5.8, -1.0
O=C(Nc1cccc(F)c1)N1CC(=O)N2[C@H](C1)[C@@H](c1ccc(-c3cccc(F)c3)cc1)[C@@H]2CO
    0.2, -24.4, 9.9, ., 0.4, -1.4, 3.5, 4.2
Cc1ccc(N(C(=O)C(F)(F)F)C(C(=O)NC2CCCCC2)c2ccncc2)cc1C (configuration not stated)
    0.1, 3.4, -12.3, 3.5, ., ., -3.3, 0.6
CC(C)(C)[S@](=O)N1Cc2cc(C(=O)NCc3ccncc3)nc(-c3cccc(-c4ccc(C#N)cc4)c3)c2[C@@H]1CCO
    0.1, -2.0, 10.4, 2.6, 0.2, 5.8, -2.2, 0.7
Cc1occc1C(=O)N/N=C/c1ccc[nH]1
    0.4, 12.0, -15.8, -9.0, 0.0, 3.0, -2.8, 0.1
O=C(NC(=S)Nc1cccc2cc(O)ccc12)c1ccccc1Br
    0.0, 2.1, 0.7, 5.3, 1.9, ?, 22.7, -3.0
Cc1ccccc1Nc1nc(N)nc(COC(=O)c2ccco2)n1
    0.1, 14.5, -5.5, 5.1, -0.2, 4.7, 0.5, -2.3
Cc1cc(NC(=O)CSc2n[nH]c(N)n2)no1
    0.0, 3.4, -5.1, 4.1, 6.5, 11.0, -4.6, -1.6
COc1ccc(S(=O)(=O)Nc2ccc3c(c2)CC(=O)N([C@H](C)CO)C[C@H](C)[C@@H](CN(C)Cc2ccc(Cl)c(Cl)c2)O3)cc1
    -0.2, -8.7, -22.4, 1.6, 0.6, -21.6, 2.9, 2.5
CCCN1C[C@H](C)[C@H](OC)CN(C)C(=O)c2ccc(NC(=O)C3CCOCC3)cc2OC[C@H]1C
    -0.3, 8.1, 6.5, 12.1, 1.9, 8.8, -0.1, -1.4
Cc1c2ccccc2nc2c(F)c(NCCO)c(F)c(F)c12
    0.2, 9.9, ., 4.2, 0.0, ., ., .
Cc1ccc(F)cc1S(=O)(=O)N[C@H]1CCN(Cc2ccc(OC(C)C)cc2)C1
    ., ., 15.8, ., ., 29.1*, -5.0, 4.5
COCCCNC(=O)CSc1nc2cc(S(=O)(=O)N3CCCCC3)ccc2o1
    -0.1, 5.3, -12.6, ., -1.7, -12.2, 0.7, -1.7
COc1ccc(Cn2c(-c3ccc(OC)c(O)c3)nc3ccccc32)cc1O
    0.0, 3.5, -1.5, ., ., 0.9, 6.1, -1.0
COc1cc2nc(N3CCN(C(=O)[C@@H]4CCCO4)CC3)nc(N)c2cc1OC
    0.1, 11.0, 29.3, 33.9, -0.1, -3.3, -1.0, -0.5
COc1cccc(CNC(=O)CCNC(=O)C2CCN(S(=O)(=O)c3ccccc3)CC2)c1
    0.0, 5.8, -8.0, -1.2, -0.1, -11.2, -0.1, -1.6
Cc1cccc(C)c1NC(=O)CNC(=O)CCCN1C(=O)c2cccc3cccc(c23)C1=O
    0.0, 20.7, -16.6, -4.5, ., -1.0, 5.7, -0.8
FC(F)Sc1ccc(NC(=S)NC(c2ccccc2)c2ccccc2)cc1
    0.0, -19.8, -10.7, ., ., -2.3, -0.7, 2.6
C[C@@H]1CN([C@@H](C)CO)C(=O)c2cc(NC(=O)Nc3ccc(F)cc3)ccc2O[C@H]1CN(C)C(=O)Nc1ccc(F)cc1
    0.3, 7.6, 10.4, 6.8, -0.1, ?, ., 0.4
COc1ccc(CNS(=O)(=O)NCc2ccc(OC)c(OC)c2)cc1
    0.2, -3.9, -1.0, -6.8, ., -5.5, -2.3, -0.1
NC(=O)c1ccc(SCC(=O)OCC(=O)N2CCCC2=O)c([N+](=O)[O-])c1
    0.3, 24.6, -10.5, -10.3, -0.1, -5.6, 3.2, 0.4
CSCCC(=O)Nc1nc(-c2ccccn2)cs1
    0.4, 2.5, -23.1, ., ., -1.3, 2.1, -2.5
Cc1cccc(S(=O)(=O)c2c(C)cc(C)[nH]c2=O)c1
    0.0, 2.7, -13.8, ., ., -1.7, -3.7, -2.3
c1ccc(CCn2c(C3CC3)nc3ccccc32)cc1
    ., 38.2, 1.1, 4.0, ., -8.8, 2.7, -2.7
O=C(COc1ccc2ccc(=O)oc2c1)NC(Cc1ccc(Cl)cc1)C(=O)O (configuration not stated)
    ., ., -4.9, -2.6, ., -0.9, 0.3, 0.2
CCOC(=O)C1CCN(C(=O)CSc2ccccc2Cl)CC1
    0.0, 10.3, -9.8, 2.2, ., -0.4, 0.7, -0.8
Cc1ccc(C2Nc3ccccc3-c3nc4ccccc4n32)o1 (configuration not stated)
    ., -11.9, -17.7, 5.0, ., ., -0.2, .
CC1CN(CCN2CC(C)N(C=O)CC2C)C(C)CN1C=O (configuration not stated)
    0.0, ., -19.7, -2.8, -0.7, ?, -1.1, -1.9
O=c1[nH]c2cc([N+](=O)[O-])ccc2c2ccc([N+](=O)[O-])cc12
    0.1, -1.4, -13.7, ., 0.1, 4.0, 1.9, -2.4
Cc1c(NC(=S)NC(=O)c2ccccc2Br)c(=O)n(-c2ccccc2)n1C
    -0.1, -6.3, -2.4, -12.8, ., -2.0, -2.0, 0.0
COc1ccc(CN(C(=O)c2ccco2)C2CCS(=O)(=O)C2)cc1 (configuration not stated)
    -0.1, 31.9, -7.0, -12.5, -0.2, ?, -1.3, -1.3
CC1CCc2nc3ccc(S(=O)(=O)N4CCC(C(=O)N5CCCCC5)CC4)cc3c(C(=O)O)c2C1 (configuration not stated)
    0.1, ., -113.7, -0.9, -0.3, -3.5, 8.3, -2.7
CCC1CCCCN1CCCNC(=O)c1c(O)nc2ccccn2c1=O (configuration not stated)
    0.1, 8.3, -3.1, 10.8, ., -2.1, -33.5, -1.0
O=C(C[C@@H]1CC[C@@H]2[C@H](COC[C@H](O)CN2C(=O)c2ccc(F)cc2)O1)Nc1nccs1
    0.1, 11.4, 3.3, 0.6, 0.3, -6.6, -1.6, 0.4
CON(C)C(=O)[C@H]1C[C@@H]2[C@H](C[C@@H](c3ccccc3)[C@H]1C)N(c1ccc(F)cc1)C(=O)N2CCCOc1ccccc1
    -0.2, -13.4, -41.6, ., 0.0, -6.4, -2.3, -2.4
Cc1cccc(NC(=O)c2cnc3ccccn3c2=O)c1
    -0.1, ., 1.0, -3.2, 0.0, 2.0, -0.4, -1.7
O=C(C[C@@H]1CC[C@H]2[C@@H](COC[C@H](O)CN2Cc2ccccc2)O1)NCCc1ccccc1
    0.2, -13.1, -0.5, 12.8, 0.0, ?, -1.9, -0.4
CN(C)C(=O)C[C@H]1C[C@H]2c3cc(NC(=O)C4CCOCC4)ccc3O[C@H]2[C@H](CO)O1
    0.0, 12.8, -9.7, 6.8, 0.0, 5.6, -3.0, -1.2
CCN1CCN(C(=O)CSc2ccc(C)cc2)CC1
    0.1, -17.0, -4.3, 14.0, 0.0, 4.1, -3.6, -1.7
CC(C)c1onc(C(=O)Nc2sc3c(c2C#N)CCC3)c1[N+](=O)[O-]
    0.0, 2.4, -28.3, ., 0.6, -5.0, 15.0, 3.4
COc1ccc(C(C)=O)cc1COC(=O)c1ccc2c(c1)OCCO2
    0.0, ., -2.4, -1.7, ., 0.9, 0.0, -2.2
CCc1nc2c(OCc3ccc(Cl)cc3Cl)cccn2c1N(C)C(=O)C1CC1
    -0.1, -12.4, -39.3, -0.3, 0.4, 2.3, 2.6, -1.9
O=C(Nc1ccc(N2C(=O)C3C4C=CC(C4)C3C2=O)cc1)Nc1nnc(C(F)(F)F)s1 (configuration not stated)
    0.1, -27.3, -43.2, -2.5, 0.5, -4.2, 4.7, 0.2
COc1ccccc1-n1cnnc1SCC(=O)Nc1ccccc1
    0.2, 5.8, -6.6, -1.3, ., -0.8, 1.3, -1.1
CN(CC(=O)Nc1ccc(F)cc1)C(=O)CSc1nc2ncc(Cl)cc2[nH]1
    0.0, 17.7, 6.4, ., -0.1, -3.5, -2.5, -1.9
NCCCC[C@H](NC(=O)C1CCNCC1)c1nnc([C@@H](N)Cc2ccc(O)cc2)o1
    0.0, 0.6, 73.9*, 10.6, 0.9, -8.6, -159.5, -1.6
O=C(Cc1ccccc1)c1ccc(N2CCOCC2)cc1
    0.0, ., -1.7, ., -0.6, -4.7, 0.9, 4.1
CC1CCCC(C)N1C(=O)COC(=O)c1ccc(Br)c(S(=O)(=O)N2CCOCC2)c1 (configuration not stated)
    0.0, ., -11.2, 14.4, -0.4, -14.6, -1.7, -1.1
